Source: PubChem
KLK7 zymogen act – proKLK7 (human) activation, primary screen | P49862 | purified proKLK7, EDANS-DABCYL substrate fluorescence; 100% is mature enzyme control, 0% vehicle | 370,000 tested, 0.9% active | activation, % at 7 µM | AID 652039;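 active means activation above the mean of all tested compounds plus 3 SD, computed per campaign excluding outliers beyond control limits, cut at about 13% in these data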
Target sequence (P49862 whole entry, looked up): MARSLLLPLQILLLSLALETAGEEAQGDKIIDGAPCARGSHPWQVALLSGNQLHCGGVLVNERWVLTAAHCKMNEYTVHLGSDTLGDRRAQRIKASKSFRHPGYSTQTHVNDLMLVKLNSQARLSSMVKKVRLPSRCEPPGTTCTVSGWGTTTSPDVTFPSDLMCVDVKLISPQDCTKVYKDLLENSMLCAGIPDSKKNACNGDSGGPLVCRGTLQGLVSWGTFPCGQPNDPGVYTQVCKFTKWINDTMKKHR
sPLA2-III inh – Blocks human group III sPLA2 activity; Q9NZ20; QFRET BODIPY PC-A2 liposome hydrolysis, fluorescence; inhibition, % at 12.2 µM; 370,000 tested, 0.56% active; AID 743126;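 active means inhibition above mean plus 3 SD of compounds lying within the high and low control bounds, cut at about 19% in these data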;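 further: 0% = median of test compound wells and 100% = no enzyme DMSO wells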
Target sequence (Q9NZ20 whole entry, looked up): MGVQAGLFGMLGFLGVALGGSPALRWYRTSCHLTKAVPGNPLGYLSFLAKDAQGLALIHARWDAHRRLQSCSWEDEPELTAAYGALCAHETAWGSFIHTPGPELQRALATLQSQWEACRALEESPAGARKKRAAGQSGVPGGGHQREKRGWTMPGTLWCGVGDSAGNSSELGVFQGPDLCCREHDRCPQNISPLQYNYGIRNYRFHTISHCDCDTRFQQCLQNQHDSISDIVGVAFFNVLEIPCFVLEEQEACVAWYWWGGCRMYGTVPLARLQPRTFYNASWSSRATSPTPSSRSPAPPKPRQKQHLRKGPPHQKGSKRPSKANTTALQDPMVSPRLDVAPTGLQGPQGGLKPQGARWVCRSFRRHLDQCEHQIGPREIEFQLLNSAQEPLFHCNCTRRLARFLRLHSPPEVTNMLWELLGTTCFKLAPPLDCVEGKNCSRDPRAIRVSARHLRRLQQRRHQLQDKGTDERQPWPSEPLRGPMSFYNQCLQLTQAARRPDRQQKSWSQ
GC-A act – GC-A (human) enzyme activation; P16066; HEK293 GC-A cells, cGMP TR-FRET, EC30 ANP; 0% at EC30 ANP, 100% saturating ANP; activation, % at 10 µM; 370,000 tested, 0.14% active; in the data active means activation above about 40%
NPR2 activator – GC-B (human) receptor activation | HEK293-GC-B cells, CNP EC30, cGMP TR-FRET; 0% at EC30 CNP, 100% saturating CNP | activation, % at 10 µM | 370,000 tested, 0.11% active | AID 1920062;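 active means activation at 10 µM reaching about 35% in either raw or pattern-adjusted values, limit read from the data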
ssDAF12 agonist – S. stercoralis DAF-12 activation, primary screen; HEK293 ssDAF-12/GRIP1 lit1-tk-luc reporter, luminescence; % of 3 µM dafachronic acid response; activation, % at 6.8 µM; 370,000 tested, 1% active; AID 652126;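 active means activation above the mean over all tested compounds plus 3 SD, cut at about 0.9% in these data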;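 further: 0% = DMSO-only wells and 100% = 3 µM delta7-dafachronic acid wells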
hcDAF12 agonist – H. contortus DAF-12 activation, primary screen. HEK293 hcDAF-12 lit1-tk-luc reporter, luminescence; 0% DMSO, 100% Δ7-dafachronic acid. activation, % at 6.8 µM. 370,000 tested, 1.4% active;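 active means activation above the mean of all tested compounds plus 3 SD, cut at about 5.5% in these data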;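 further: 100% = response to 3 µM Δ7-dafachronic acid high control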
hgDAF12 agonist – hgDAF-12 agonism, primary luciferase screen. HEK293 GAL4-hgDAF12 UAS-luciferase reporter, agonist luminescence; normalized to butyrate control. activation, % at 6.8 µM. 370,000 tested, 1.8% active. AID 687014;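 active means activation above a cutoff set at the mean of all screened compounds plus 3 SD, cut at about 10% in these data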;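 further: 0% = DMSO wells and 100% = sodium butyrate wells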
GAA850 FXN act – activators of GAA850 frataxin (FXN) promoter; activation, % at 6 µM; AID 540364; 360,000 tested, 0.56% active; HEK293 lucGAA850 FXN promoter luciferase reporter, 24 h; percent of 10 µM SAHA response;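 active means activation above the average of all compounds screened plus 3 SD, cutoff fixed separately per campaign, cut at about 7.5% in these data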;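 further: 0% = DMSO wells and 100% = 10 µM SAHA wells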
SMARCA2 activ – activators of SMARCA2 function | activation, % at 9.1 µM | AID 652017 | 370,000 tested, 1% active | MG213 cells, MMTV-luciferase reporter, dexamethasone, overnight; in the data active means activation above about 7.8%;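 further: 0% = vehicle wells and 100% = reference activator wells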
DAX1 inh-1 – inhibits human nuclear receptor DAX1. P51843. HEK293 Gal4-DAX1 luciferase reporter, luminescence. inhibition, % at 6.75 µM. 340,000 tested, 0.99% active. AID 504766;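 active means inhibition above the mean over all tested compounds plus 3 SD, cut at about 4.2% in these data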;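 further: 0% = DAX1-transfected cells with DMSO and 100% = empty-vector control cells with DMSO; inhibition shows as a rise in luminescence from relieved DAX1 repression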
Target sequence (P51843 207-470 limits assumed): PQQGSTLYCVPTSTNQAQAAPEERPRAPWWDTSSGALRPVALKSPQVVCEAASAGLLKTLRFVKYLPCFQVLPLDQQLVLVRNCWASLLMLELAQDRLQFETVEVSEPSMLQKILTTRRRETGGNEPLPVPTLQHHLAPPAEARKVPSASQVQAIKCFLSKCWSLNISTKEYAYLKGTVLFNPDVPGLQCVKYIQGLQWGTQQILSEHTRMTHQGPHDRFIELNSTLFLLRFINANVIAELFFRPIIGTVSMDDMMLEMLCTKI
DAX1 inh-2 – DAX1 (NR0B1) inhibition, primary screen. AID 652010. 370,000 tested, 1.1% active. inhibition, % at 6.8 µM. HEK293T StAR-luciferase reporter, SF-1/DAX-1 repression relief;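 active means inhibition above the mean over all tested compounds plus 3 SD, cut at about 3.6% in these data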;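 further: 0% = DAX-1 cells with DMSO and 100% = cells lacking DAX-1 with DMSO; higher inhibition means more luminescence from relief of DAX-1 repression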
The depositor's hits bear a star; · = not tested or not shown.

SMILES	KLK7 zymogen act	sPLA2-III inh	GC-A act	NPR2 activator	ssDAF12 agonist	hcDAF12 agonist	hgDAF12 agonist	GAA850 FXN act	SMARCA2 activ	DAX1 inh-1	DAX1 inh-2
COc1ccc(Cl)cc1CC1(C)C(=O)Nc2ccc(-c3ccccc3OC)cc21 (stereo not given)	-0.4	-6	-24	-11	-1.6	-1.9	-0.7	12*	-6	·	-0.3
NNC(=O)c1csc(-c2ncc(C(F)(F)F)cc2Cl)n1	0.1	0	5	5	-1.7	-2.0	0.2	-1.1	-2	·	-0.1
O=C(NCc1ccccn1)c1nn(-c2ccccc2)c(=O)c2ccccc12	-0.1	0	-5	-7	-1.1	-1.2	-3.7	1.3	-1	1.1	-2.5
O=C(COc1ccccc1)Nc1ccc2oc(=O)ccc2c1	3.0	2	-1	-3	-1.2	-0.5	1.1	1.4	0	-0.8	0.0
CCOC(=O)c1sc(N(C)C(C)=O)nc1C	-0.1	1	2	-2	-1.2	-1.7	-0.1	0.6	-1	0.3	-0.7
CC(=O)N1CCN(c2ccc(NCc3ccc(Br)o3)cc2)CC1	0.4	6	-1	-8	-1.0	-0.2	-0.7	0.9	0	0.1	-1.2
NS(=O)(=O)c1ccc(CCNC(=O)c2cc3ccccc3s2)cc1	0.7	-15	-5	-2	-0.6	-0.4	-2.0	-1.6	-1	3.8	-0.9
CCCSC1=N/C(=C\c2ccsc2)C(=O)S1	0.2	3	4	7	-1.2	-0.8	-0.5	1.8	4	-1.6	1.9
CC(=O)c1sc(-c2ccccc2Cl)nc1C	0.2	1	2	-3	-1.5	-0.5	-1.1	2.9	-3	2.0	0.1
O=C(Nc1ccccc1Cl)C1Cc2ccccc2O/C1=N\O (stereo not given)	0.2	-5	-4	-3	-0.7	2.2	4.6	3.3	0	2.9	0.4
Cc1ccc(O)c(-c2cc(C(=O)NCc3ccccc3)[nH]n2)c1	0.2	-29	4	1	-1.3	-3.2	2.6	0.7	4	1.4	0.4
O=C(Nc1nccs1)C1=COCCO1	0.4	3	1	7	-0.5	-0.4	2.2	1.0	-2	2.3	-0.7
CCn1c(SC/C=C/c2ccccc2)nnc1-c1cccs1	-1.1	1	-6	-9	-1.6	-0.6	-0.8	-2.2	-5	-0.2	-1.1
CC1CCC(NC(=O)c2ccc(Br)o2)CC1 (stereo not given)	0.2	-1	-2	-1	-1.0	1.1	4.2	1.8	3	0.3	1.0
Cc1cc(C)c(NC(=O)CNC(=O)CN2C(=O)NC3(CCCc4ccccc43)C2=O)c(C)c1 (stereo not given)	0.3	1	4	5	-0.3	-0.2	0.6	1.2	-3	-0.1	-0.3
CSc1nnc(-c2ccccc2N=Cc2c(C)[nH]n(-c3ccc4ccccc4c3)c2=O)c(=O)[nH]1	-0.1	-13	-5	-7	0.5	1.5	6.2	0.0	5	-0.7	2.6
Cn1c(COc2ccccc2)nnc1SCc1cc(=O)[nH]c2ccccc12	-0.1	-2	-8	-3	-1.1	-2.3	0.9	3.8	-3	0.1	-0.2
CC(=O)Nc1ccccc1C(=O)N1CCc2ccccc21	-0.2	4	2	5	-0.9	1.1	0.4	0.2	0	-0.5	-0.2
O=C(CS(=O)CC(=O)N(c1ccccc1)C(C(=O)NC1CCCC1)c1cccs1)Nc1ccc(F)cc1 (stereo not given)	-0.1	-3	0	-8	-1.9	-0.6	0.2	1.7	-1	-1.3	-0.7
O=C(c1ccccc1I)N1CCC(Oc2cccnc2)CC1	0.0	0	4	0	-1.9	-1.2	3.0	·	0	·	1.2
COc1cc2[nH]c3c(=O)n4c(nc3c2cc1OC)SCCC4	1.7	3	-5	-5	-1.2	1.7	4.0	-6.0	7	-0.9	0.9
Cc1cccn2c(=O)c3cc(C(=O)NCCN4CCOCC4)n(C)c3nc12	19*	2	5	-3	-0.3	-3.1	0.6	1.8	3	0.5	-0.2
COc1ccc(C(CNC(=O)COc2ccccc2C#N)N2CCOCC2)cc1 (stereo not given)	0.9	8	5	-11	-0.8	1.1	-1.1	-1.2	0	-0.7	-0.2
Cc1ccc(NC(=O)NC(=O)COc2c(F)c(F)cc(F)c2F)c(C)c1	-0.8	-12	-1	2	-0.6	0.2	-0.1	-1.6	0	-0.3	0.2
C=CCN(c1ccccc1)S(=O)(=O)c1cccc2cccnc12	-0.6	6	-11	-10	-1.5	1.1	-4.2	-2.2	-2	0.3	-0.1

3 entries from above, arranged by formula weight, smallest number first.
SMILES	KLK7 zymogen act	sPLA2-III inh	GC-A act	NPR2 activator	ssDAF12 agonist	hcDAF12 agonist	hgDAF12 agonist	GAA850 FXN act	SMARCA2 activ	DAX1 inh-1	DAX1 inh-2
CC1CCC(NC(=O)c2ccc(Br)o2)CC1 (stereo not given)	0.2	-1	-2	-1	-1.0	1.1	4.2	1.8	3	0.3	1.0
O=C(Nc1ccccc1Cl)C1Cc2ccccc2O/C1=N\O (stereo not given)	0.2	-5	-4	-3	-0.7	2.2	4.6	3.3	0	2.9	0.4
O=C(CS(=O)CC(=O)N(c1ccccc1)C(C(=O)NC1CCCC1)c1cccs1)Nc1ccc(F)cc1 (stereo not given)	-0.1	-3	0	-8	-1.9	-0.6	0.2	1.7	-1	-1.3	-0.7

The listing continues.
SMILES	KLK7 zymogen act	sPLA2-III inh	GC-A act	NPR2 activator	ssDAF12 agonist	hcDAF12 agonist	hgDAF12 agonist	GAA850 FXN act	SMARCA2 activ	DAX1 inh-1	DAX1 inh-2
CC(C)c1cc(N2CCC(=O)NC2=O)cc(C(=O)O)c1O	0.3	2	1	-5	-1.3	2.1	2.0	-0.6	-1	0.1	1.3
CCC1CCC2(CC1)NC(=O)N(CC(=O)NCc1ccc(Cl)cc1)C2=O (stereo not given)	-0.4	8	-3	1	-1.5	-0.3	3.5	-0.5	-1	-0.2	1.4
COc1ccc(CCC(=O)OCC(=O)N2CCN(S(=O)(=O)c3ccc(C)cc3C)CC2)cc1	0.5	-5	0	-2	-0.8	-1.0	1.1	-0.6	-4	0.6	0.4
Cc1noc(C)c1C(=O)OCC(=O)N1CCN(S(=O)(=O)c2ccc3ccccc3c2)CC1	0.8	5	-14	-8	-1.5	-0.5	-1.4	0.8	-5	-1.0	0.8
CC(C)CCNC(=O)C(c1ccc(O)cc1)N(C(=O)C1COc2ccccc2O1)c1cccc(O)c1 (stereo not given)	-0.6	-65	-1	0	-1.3	-1.3	0.0	-2.8	-2	-1.5	-0.2
C=C(C)/C=N/NC(=S)Nc1ccc(S(=O)(=O)N2CCOCC2)cc1	0.9	-3	3	2	-0.8	-1.1	-0.7	2.0	-1	0.8	-0.8
Cc1ccc2cccc(S(=O)(=O)N3CCCc4ccccc43)c2n1	-0.7	-8	-5	0	-1.6	-1.7	-3.7	-0.5	-4	-1.0	-1.3
Cc1noc(C)c1COc1ccccc1C(=O)N1CCN(S(=O)(=O)c2ccccc2Br)CC1	-0.2	2	-3	1	-1.4	-2.3	-2.4	-2.7	-2	-0.6	-2.0
Cc1ccc(C)c2[nH]c(=O)c(C(c3nnnn3C3CCCC3)N3CCOCC3)cc12 (stereo not given)	2.8	1	1	-5	-0.8	-0.1	2.5	2.2	5	-0.3	0.3
COc1ccc(CNc2ncccn2)cc1OC	-0.2	5	-1	-4	-1.5	0.5	1.2	3.0	-3	2.6	-0.2
COc1cc(OC)cc(-c2c(C#Cc3ccsc3)c3cc(-c4ccc5c(c4)OCCO5)ccc3n2C)c1	-24	1	0	-1	-1.3	0.7	1.2	-0.5	-1	0.5	-0.5
O=C(N/N=C/c1ccc2c(c1)OCO2)c1cc(-c2ccco2)nc2ccccc12	-18	-4	0	3	-1.0	1.2	5.0	-3.5	-1	0.5	-2.5
CC1CCCC(C)N1C(=O)c1ccccc1 (stereo not given)	-0.2	12	4	2	-1.2	0.9	-2.0	·	2	·	-0.5
CC(C)CCNC(=O)CCc1nnc2n(CCCOC(C)C)c(=O)c3ccccc3n12	0.2	-1	-3	7	-1.2	-0.3	0.7	-0.1	3	0.8	-0.1
Cc1ccc(S(=O)(=O)N2[C@H](CC(=O)c3ccc(Cl)c(Cl)c3)OC[C@@H]2C)cc1	0.7	-12	-1	0	-0.7	-0.8	3.2	·	2	·	-0.5
O=C(Nc1ccc2c(c1)CCC2)Nc1ccccc1F	-0.7	-3	4	-6	0.6	8.6*	16*	1.7	4	0.3	16*
[O-][n+]1c2ccccc2c2n1CCCN=C2c1ccc(Cl)cc1	0.5	1	-1	-6	0.6	8.0*	3.0	2.4	5	1.8	1.7
CCCCCC(=O)NC(=S)Nc1ccc2oc(=O)ccc2c1	0.0	4	-2	0	-0.5	0.0	-0.5	0.9	-2	1.6	-0.4
CCn1c(SCC(=O)Nc2nc(C)c(C)s2)nnc1-c1cccnc1	-0.2	11	-2	0	-1.1	0.4	2.2	1.6	-3	0.8	0.6
C=CCn1cnc2c(oc3ccccc32)c1=O	0.3	0	-1	-6	0.0	1.8	2.1	3.9	1	1.5	0.4
Cn1c(Cc2ccccc2)nnc1SCC(=O)N1CCN(c2ccccc2)CC1	0.2	5	2	0	-1.1	-0.5	-1.8	0.2	-1	-0.5	-1.6
CC1CCCCC1NS(=O)(=O)c1ccc(-n2cnnn2)cc1 (stereo not given)	-1.0	-12	-1	2	-1.0	-0.4	-2.7	1.5	-2	-1.2	-1.1

Of the compounds above, 6 contain an aryl methoxy group.
SMILES	KLK7 zymogen act	sPLA2-III inh	GC-A act	NPR2 activator	ssDAF12 agonist	hcDAF12 agonist	hgDAF12 agonist	GAA850 FXN act	SMARCA2 activ	DAX1 inh-1	DAX1 inh-2
COc1ccc(Cl)cc1CC1(C)C(=O)Nc2ccc(-c3ccccc3OC)cc21 (stereo not given)	-0.4	-6	-24	-11	-1.6	-1.9	-0.7	12*	-6	·	-0.3
COc1cc2[nH]c3c(=O)n4c(nc3c2cc1OC)SCCC4	1.7	3	-5	-5	-1.2	1.7	4.0	-6.0	7	-0.9	0.9
COc1ccc(C(CNC(=O)COc2ccccc2C#N)N2CCOCC2)cc1 (stereo not given)	0.9	8	5	-11	-0.8	1.1	-1.1	-1.2	0	-0.7	-0.2
COc1ccc(CCC(=O)OCC(=O)N2CCN(S(=O)(=O)c3ccc(C)cc3C)CC2)cc1	0.5	-5	0	-2	-0.8	-1.0	1.1	-0.6	-4	0.6	0.4
COc1ccc(CNc2ncccn2)cc1OC	-0.2	5	-1	-4	-1.5	0.5	1.2	3.0	-3	2.6	-0.2
COc1cc(OC)cc(-c2c(C#Cc3ccsc3)c3cc(-c4ccc5c(c4)OCCO5)ccc3n2C)c1	-24	1	0	-1	-1.3	0.7	1.2	-0.5	-1	0.5	-0.5
